Tb MetRS inh = T. brucei MetRS inhibitors, primary screen, biochemical, luminescence; AID 624268, 2012; inhibition, % at 11.9 µM; purified T. brucei MetRS, ATP depletion, Kinase-Glo luminescence; actives 0.4% (n = 360,000); methionyl-tRNA synthetase (Trypanosoma brucei brucei);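 active = inhibition above a per-plate cutoff of the control wells' mean inhibition plus 3 SD, cut at about 5.5% in these data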;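 note: 0% = DMSO wells median and 100% = median of wells with control inhibitor compound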
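Assay system: T. brucei methionyl-tRNA synthetase, purified | Medium: HEPES buffer with MgCl2, KCl, DTT, spermine, BSA, pyrophosphatase | Compound: 11.9 µM single point | Incubation: 15 min enzyme-compound preincubation, 2 h reaction, 10 min detection, 25 °C | Measured by: Kinase-Glo luciferase luminescence reporting remaining unconsumed ATP | Measure: % inhibition normalized to control-well medians | Replication: Singlicate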
LMPTP block = LMPTP phosphatase inhibitors, primary screen, biochemical, fluorescence intensity, uHTS. recombinant LMPTP-A, OMFP fluorogenic substrate. inhibition, % at 20 µM. actives 0.22% (n = 360,000);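 active = compounds that cut the enzyme signal by at least half of the control window in the single-dose screen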;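 note: plate controls were DMSO wells with enzyme plus substrate for no effect and substrate without enzyme for full effect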
Target sequence (P24666 whole entry, looked up): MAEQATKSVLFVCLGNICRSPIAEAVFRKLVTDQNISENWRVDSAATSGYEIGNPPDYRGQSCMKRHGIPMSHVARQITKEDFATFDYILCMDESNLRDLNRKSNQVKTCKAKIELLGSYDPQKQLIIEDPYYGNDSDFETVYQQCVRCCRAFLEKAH
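Assay system: LMPTP-A enzyme. Input: 0.625 nM LMPTP-A final. Probe or stimulus: 400 µM OMFP. Compound dosing: single 20 µM dose. Schedule: 50 min dark incubation at room temperature. Detection: fluorescence intensity of OMFP turnover product. Read-out: percent inhibition versus substrate-only and uninhibited controls. Benchmarks: no-enzyme low control, uninhibited high control.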
bovine MsrA act = bovine MsrA enzyme activators, primary screen, biochemical, absorbance, HTS; purified bovine MsrA, absorbance read-out; activation, % at 10.6 µM; actives 0.3% (n = 360,000); Methionine sulfoxide reductase A (Bos taurus); AID 602163, 2012; in the data active = activation above about 7.5%;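 note: 0% = vehicle and 100% = reference activator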
SUMO1-SIM PPI = modulators of SUMO1 protein-protein interactions, primary screen, biochemical, uHTS; SUMO1 binding to a labelled peptide, TR-FRET, 1 h; inhibition, % at 20 µM; Small ubiquitin-related modifier 1 (Homo sapiens), P63165; actives 0.33% (n = 360,000); in the data active = inhibition above about 37%
Target sequence (P63165 whole entry, looked up): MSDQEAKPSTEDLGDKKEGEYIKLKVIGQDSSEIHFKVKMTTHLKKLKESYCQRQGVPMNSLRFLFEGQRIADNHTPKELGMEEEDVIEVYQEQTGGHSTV
STEP inh = STEP phosphatase inhibitors, primary screen, biochemical, fluorescence intensity, uHTS; recombinant STEP, OMFP fluorogenic substrate; actives 0.25% (n = 360,000); inhibition, % at 20 µM; AID 588621, 2011;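 active = inhibition at 20 µM, scaled per plate between control wells, above about 37%, limit read from the data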;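 note: 0% = DMSO with enzyme and substrate and 100% = substrate only without enzyme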
Target sequence (P54829 whole entry, looked up): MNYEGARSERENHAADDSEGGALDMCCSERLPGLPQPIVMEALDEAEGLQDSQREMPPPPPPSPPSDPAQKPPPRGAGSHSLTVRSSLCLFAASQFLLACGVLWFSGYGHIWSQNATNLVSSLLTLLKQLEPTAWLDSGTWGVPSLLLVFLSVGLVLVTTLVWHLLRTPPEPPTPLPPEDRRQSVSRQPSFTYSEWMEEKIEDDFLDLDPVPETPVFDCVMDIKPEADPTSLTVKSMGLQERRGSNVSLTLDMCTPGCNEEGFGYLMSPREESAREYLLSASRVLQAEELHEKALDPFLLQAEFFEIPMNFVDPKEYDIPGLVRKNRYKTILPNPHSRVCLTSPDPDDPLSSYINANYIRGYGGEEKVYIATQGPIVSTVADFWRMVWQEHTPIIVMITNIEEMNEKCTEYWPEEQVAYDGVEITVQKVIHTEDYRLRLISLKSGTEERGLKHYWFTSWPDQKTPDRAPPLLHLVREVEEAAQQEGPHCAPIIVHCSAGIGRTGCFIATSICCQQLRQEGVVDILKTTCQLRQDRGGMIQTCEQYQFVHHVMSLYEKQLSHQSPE
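material = STEP tyrosine phosphatase | reagent = fluorogenic phosphatase substrate OMFP at 25 µM final | doses = single compound dose of 20 µM, 1% DMSO final | schedule = 20 min reaction, room temperature, in the dark | measured by = fluorescence, 480/540 nm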
NRP1-CendR mod = modulators of CendR peptide binding to NRP-1, primary screen, biochemical, fluorescence polarization, uHTS; Neuropilin-1 (Homo sapiens), O14786; actives 0.85% (n = 360,000); FAM-RPARPAR peptide binding to NRP-1; inhibition, % at 25 µM; AID 602438, 2012;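 active = inhibition or corrected inhibition above about 18%, plus a signal ratio from 0.5 to 1.5, limit read from the data, passing the limit was not always enough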; note: strong numbers were not always called active
MsrA inhibitor = bovine MsrA enzyme inhibitors, primary screen, biochemical, absorbance, HTS. purified bovine MsrA, absorbance read-out. actives 0.75% (n = 360,000). inhibition, % at 15.5 µM. Methionine sulfoxide reductase A (Bos taurus); in the data active = inhibition above about 4.5%;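 note: 0% = vehicle wells with enzyme and 100% = reference inhibitor wells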
E coli Lon inh = inhibitors of E. coli Lon protease, primary screen, biochemical, fluorescence polarization. P0A9M0. purified E. coli Lon protease. inhibition, % at 7.94 µM. actives 0.42% (n = 360,000). AID 602123, 2011; in the data active = inhibition above about 13%, passing the limit was not always enough;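 note: 0% = enzyme with probe and DMSO and 100% = no enzyme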
Scp-1 inhibitor = Scp-1 phosphatase inhibitors, primary screen, biochemical, colorimetric, uHTS. actives 0.88% (n = 340,000). Recombinant Scp1, phosphopeptide, malachite green phosphate absorbance. inhibition, % at 20 µM. Carboxy-terminal domain RNA polymerase II polypeptide A small phosphatase 1 (Homo …. AID 493091, 2011;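 active = inhibition above about 50% at 20 µM, limit read from the data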;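 note: plate controls were DMSO wells with enzyme for no effect and wells lacking enzyme for full effect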
Target sequence (Q9GZU7 76-261 limits assumed): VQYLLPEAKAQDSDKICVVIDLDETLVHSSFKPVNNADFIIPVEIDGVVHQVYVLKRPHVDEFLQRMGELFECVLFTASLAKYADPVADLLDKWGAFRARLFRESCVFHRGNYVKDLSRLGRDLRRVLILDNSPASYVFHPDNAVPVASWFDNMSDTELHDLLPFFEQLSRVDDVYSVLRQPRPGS
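System: truncated SCP-1 phosphatase (76-261aa); medium: Tris acetate buffer pH 5.5 with MgCl2 and Tween-20; incubation: 45 min room-temperature reaction, 5 min colour, 30 min stabiliser; compound: single 20 µM dose, 1% DMSO; reagent: Phosphorylated 17-residue peptide substrate; read-out: % inhibition at 20 µM; technique: colorimetric free-phosphate detection, absorbance 630 nm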
DNMT1 block = human DNMT1 methyltransferase inhibitors, primary screen, biochemical, molecular beacon, fluorescence, HinP1I cleavage, uHTS. DNA (cytosine-5)-methyltransferase 1 (Homo sapiens), P26358. actives 0.83% (n = 360,000). inhibition (reported as % activation of signal), % at 10 µM. AID 588458, 2011; in the data active = inhibition above about 50%
* hit, by the source's call; x = no result given.

SMILES	Tb MetRS inh	LMPTP block	bovine MsrA act	SUMO1-SIM PPI	STEP inh	NRP1-CendR mod	MsrA inhibitor	E coli Lon inh	Scp-1 inhibitor	DNMT1 block
Cc1ccc(Cn2c(Sc3nnc(C)s3)nc3c2c(=O)[nH]c(=O)n3C)cc1	-0.3	-1.1	-1	3	0	-6	-0.8	3	-6	5
COc1ccc(C(C)(O)c2nc(-c3ccc(F)cc3OC)cs2)cc1 (stereo not drawn)	-0.3	2.3	-2	2	0	13	-0.6	-5	x	-4
O=C(O)c1ccc(N/N=C/c2ccnc3ccccc23)cc1	0.1	17	2	-15	15	-10	0.3	8	48	1
Cc1ccc(/C=N/NC(=O)CCSc2ccccc2)cc1	-0.4	2.0	4	-6	-2	1	-1.0	-6	-6	1
CCOc1ccc(N(CC(=O)NCc2ccc(OC)cc2)S(=O)(=O)c2c(C)[nH]c(=O)[nH]c2=O)cc1	-0.6	0.0	-10	7	-1	-2	0.2	6	7	-2
CC(C)n1cc(C(=O)N2CCCC(Nc3ccc(F)c(F)c3)C2)cn1 (stereo not drawn)	-0.4	2.3	-9	1	-3	0	-0.5	-7	-2	-2
O=c1cc2n(c(=O)[nH]1)CCC1=C2CCCC1	-0.7	-2.1	-11	0	-3	-9	1.0	1	-2	-2
CCOC(=O)C1=C(C)Nc2ccccc2N=C1NC(=O)CCCN1C(=O)c2ccccc2C1=O	0.2	0.3	-4	2	0	-6	-0.8	5	-7	5
O=C(c1ccccc1)c1ccc(N2CCN(C(=O)c3ccc(F)cc3F)CC2)c(F)c1	-0.1	1.3	-1	1	4	-8	-0.9	-7	x	2
COc1ccc(NC(=O)COC(=O)c2cc(S(=O)(=O)N3CCCC3)ccc2O)cc1	-0.3	-0.7	-3	1	-3	3	0.5	-6	-21	0
Cc1sc2ncnc(N3CCN(Cc4ccccc4)CC3)c2c1-c1ccccc1	-0.5	3.3	-3	12	2	-4	-0.8	-8	-5	-4
O=C(CN(c1cccc(C(F)(F)F)c1)S(=O)(=O)c1ccc(Cl)c([N+](=O)[O-])c1)NCc1ccccc1Cl	-0.8	3.9	-1	4	0	-9	0.6	-5	-11	11
CC1=C(C(=O)Nc2cc(C(=O)N(C)Cc3ccccc3)ccc2C)SCCO1	-0.7	-0.3	-4	0	2	3	-0.1	0	-6	-3
O=C(O)C1CN(C(=O)c2cccc(Br)c2)C1	-0.1	-0.2	-10	6	-2	11	-0.4	-4	-1	2
O=C(CCc1ccccc1)Nc1ccc(F)cc1F	-0.1	-1.2	-2	2	3	-5	2.3	-4	-7	5
O=C(Nc1ccc2c(c1)OCO2)c1cc(C2CCCCN2S(=O)(=O)c2cccs2)on1 (stereo not drawn)	-0.2	2.1	2	5	3	-9	-0.7	7	x	-4
COc1ccc(-c2nc(NC(=O)c3c(C)noc3C)sc2C)cc1	-0.2	0.6	-4	-10	-1	14	0.8	5	-7	2
Cc1ccc(-n2[nH]c(=O)c3cccnc32)cc1	-1.0	-1.3	-7	-1	-2	5	-0.2	9	-7	3
COC(=O)c1cn(CC(=O)N2CCCCCC2)c2ccccc12	-0.2	-0.4	-2	-2	-2	8	-0.6	-7	-5	-1
Cc1noc(C)c1COC(=O)CCOc1ccccc1	-0.7	0.0	-12	-2	2	13	0.8	5	-4	2
O=C(NCCCN1CCOCC1)c1ccc2c(c1)N(Cc1ccc(F)cc1)CCS2	0.3	-0.9	-1	-2	2	4	-0.3	1	4	-2
O=C(NNC(=O)c1ccc(-n2cncn2)c([N+](=O)[O-])c1)c1ccc(Cl)cc1	60*	0.7	-13	-19	0	3	1.9	-11	2	2
COc1ccc(NC(=O)CN(C)C(=O)c2ccc(OCc3ccccc3)c(OC)c2)cc1	-0.1	-0.5	8	6	-2	-5	-0.1	-1	-4	-4
Cc1ccc(N2C(=O)c3ccccc3C2Nc2ccccc2F)nc1 (stereo not drawn)	-0.5	2.0	-2	0	1	-8	0.3	-2	-8	-1
Cc1cccc(C)c1NC(=S)NCc1ccncc1	-0.3	-0.9	-4	-1	1	-7	0.3	5	-7	1

Structural class: the compounds so far containing a Cl atom (2)
SMILES	Tb MetRS inh	LMPTP block	bovine MsrA act	SUMO1-SIM PPI	STEP inh	NRP1-CendR mod	MsrA inhibitor	E coli Lon inh	Scp-1 inhibitor	DNMT1 block
O=C(CN(c1cccc(C(F)(F)F)c1)S(=O)(=O)c1ccc(Cl)c([N+](=O)[O-])c1)NCc1ccccc1Cl	-0.8	3.9	-1	4	0	-9	0.6	-5	-11	11
O=C(NNC(=O)c1ccc(-n2cncn2)c([N+](=O)[O-])c1)c1ccc(Cl)cc1	60*	0.7	-13	-19	0	3	1.9	-11	2	2

Quoted from the listing.
E coli Lon inh result of `COc1ccc(-c2nc(NC(=O)c3c(C)noc3C)sc2C)cc1` : 5
MsrA inhibitor result of `Cc1ccc(/C=N/NC(=O)CCSc2ccccc2)cc1` : -1.0

Further records follow.
SMILES	Tb MetRS inh	LMPTP block	bovine MsrA act	SUMO1-SIM PPI	STEP inh	NRP1-CendR mod	MsrA inhibitor	E coli Lon inh	Scp-1 inhibitor	DNMT1 block
CCOc1ccc(OCC)c(NS(=O)(=O)c2cn(C)cn2)c1	0.3	-0.2	-3	2	-2	7	-1.2	1	-4	-2
COc1ccc(-n2c(SCC(=O)Nc3sc4c(c3C#N)CCCC4)nnc2-c2ccc(O)cc2)cc1	-0.9	6.4	-2	1	2	-24	-1.0	3	5	68*
Cc1nnc(SCC(=O)Nc2nc3c(s2)CC(C)CC3)s1 (stereo not drawn)	-2.0	-3.4	-9	-1	-3	8	1.4	-3	7	2
C[C@H](CO)N1C[C@H](C)[C@@H](CN(C)C(=O)Nc2ccccc2F)OCc2cnnn2CCCC1=O	-0.1	-2.5	-1	1	3	12	0.7	-7	x	5
COc1ccc(OCC(=O)NCCCn2ccnc2)cc1	0.1	-0.2	-1	0	-1	-5	-0.7	2	-14	-1
O=c1c2ccccc2nc(COc2ccccc2)n1/N=C/c1cc([N+](=O)[O-])ccc1O	0.9	1.3	-3	-9	-2	22	1.4	-3	-8	1
O=S(=O)(c1ccc(-c2ccon2)s1)N1CCN(CCN2CCOCC2)CC1	-0.1	-1.2	-2	-9	0	-8	1.3	-23	-4	0
O=C(/C=C/c1ccco1)Nc1ccc(CN2CCOCC2)cc1	-0.6	0.7	-2	-8	0	10	-0.8	2	-7	3
CC(C)(C)C(=O)Nc1nc(-c2ccc3c(c2)OCO3)cs1	-0.7	1.1	-5	5	-2	-6	0.0	5	-7	1
CCCCNC(=O)C1(C)CCC(=O)N1CC(F)(F)F (stereo not drawn)	-0.2	-0.3	-3	7	-1	13	-1.0	-2	x	-1
CC(C)(C)N(Cc1ccccc1)C(=O)CSc1ncn[nH]1	-0.3	-0.8	-2	-1	0	3	0.0	-7	-2	3
N#Cc1c(N)n(CCOC(=O)c2ccc(Cl)cc2)c2nc3ccccc3nc12	1.0	3.2	-7	11	1	-7	-0.7	-12	4	20
CC1(C)Cc2c(sc3nnn(Cc4ccc(Cl)cc4)c(=O)c23)CO1	-0.3	1.9	7	-12	1	-22	0.4	-8	-11	-2
Cc1cc(NC(=O)/C=C/c2ccccc2)no1	0.3	-0.5	3	-6	0	-10	1.7	-5	-5	-2
CC(=O)Oc1ccccc1C(=O)N(C1CCCCC1)C1CCCCC1	-0.5	-0.8	1	-2	0	-2	-0.8	-5	-4	-3
COc1ccc(-c2nc3c(-c4ccccc4)cnn3cc2C)cc1F	0.0	-1.1	-3	-3	-1	-2	0.8	4	-11	5
COc1ccc2c(c1)c(CC(=O)OCC(=O)N(C)C)c(C)n2C(=O)c1ccc(Cl)cc1	-0.5	0.2	-4	3	1	-2	-0.1	4	-10	-3
O=C1C(O)CC2c3ccccc3CC3(CCCC3)N12 (stereo not drawn)	0.0	0.2	-2	-2	3	1	0.2	-4	-4	-2
C=CCCC(=O)N1C[C@H]2CON(C)[C@H]2C[C@H]1c1ccc(N2CCCCC2)cc1	0.7	-0.6	-3	-2	0	-65	-1.5	-55	x	3
CC/C(C)=N\NC(=O)CNC(=O)c1ccc(Cl)cc1Cl	0.6	-0.5	-3	0	-3	17	0.3	-1	-4	-1
COc1ccc(OC)c(NC(=O)c2ccc(-n3cccn3)nc2)c1	-0.3	0.1	-4	10	-3	-15	1.9	-9	-5	1
CCN(CC)c1ccc(S(=O)(=O)N2CCOCC2)cc1NC(=O)Cn1nc(C)c([N+](=O)[O-])c1C	-0.2	0.1	-6	0	-1	0	0.3	-7	1	-4
O=C(COC(=O)C1CCN(c2ccc(C(F)(F)F)cn2)CC1)NCc1ccc(Cl)cc1Cl	-0.4	7.3	-1	3	1	1	-0.3	15	-1	-5
CCNC(=O)COc1ccc(CC)cc1	-0.5	-0.2	-5	1	-1	-6	0.0	-3	-5	1
O=C(CNS(=O)(=O)c1ccccc1)NCc1cccnc1	-0.1	-2.4	-7	0	-1	2	-1.6	-9	-7	3
O=C(COC(=O)c1cnccn1)Nc1ccc(Cl)cc1	-0.2	-1.0	-7	-1	-2	-4	-0.5	-10	-9	-8
O=C1N[C@@H](Cc2ccccc2)[C@@H](c2ccco2)O1	-0.3	-0.7	-1	1	0	14	2.2	1	-3	0
O=C(Nc1ccc(CN2CCCCC2)cc1)c1c(F)c(F)c(F)c(F)c1F	-0.2	0.1	-4	0	9	-3	-0.5	-1	0	-6
COc1ccc(N2C(=O)CC(SC(C)C)C2=O)cc1 (stereo not drawn)	-0.9	-0.6	-10	17	0	4	-1.1	7	4	5
Cc1ccc(C2C3=C(CC(C)(C)CC3=O)N(CCN3CCOCC3)C3=C2C(=O)CC(C)(C)C3)cc1	-0.6	-1.7	-11	-7	-6	2	2.4	-1	5	3

An unsorted share of the library; 4.3% or so of the library scored in one or more.
